Bioassay records as filed in PubChem.
Vif-APOBEC3F blk = Vif-A3F binding inhibition. HeLa A3F-eYFP + Vif (tagged APOBEC3F with the HIV-1 protein that degrades it), YFP fluorescence increase. Potency, µM (top dose mostly 46.1 µM), for inactives: top-dose activity, negative = active. 390,000 tested, 0.2% active. AID 602313; further: potency means the concentration at half of the fitted maximal effect; % of control where 0% means no effect; nearly all actives have a fitted effect of over 65% in size
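HeLa cells stably expressing A3F-eYFP plus Vif, plated and incubated overnight at 37 deg C, then exposed to compounds overnight at 37 deg C. Blocked degradation read as raised yellow fluorescence (Ex 488/Em 500-530).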
RXFP1 antag = RXFP1 (human) relaxin receptor antagonism; activity change, negative = inhibition, % at 57.5 µM; Q9HBX9; 350,000 tested, 0.59% active; AID 1259400; HEK293-RXFP1, relaxin-stimulated cAMP HTRF, 30 min; active compounds read low;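 active means activity change of -60% or lower, but not beyond a set lower limit; inconclusive means change between -60% and -40%, or beyond the set limit; inactive means change above -40%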; further: on the % scale 0 is the no-effect control and ±100 the full control effect
Target sequence (Q9HBX9 whole entry, looked up): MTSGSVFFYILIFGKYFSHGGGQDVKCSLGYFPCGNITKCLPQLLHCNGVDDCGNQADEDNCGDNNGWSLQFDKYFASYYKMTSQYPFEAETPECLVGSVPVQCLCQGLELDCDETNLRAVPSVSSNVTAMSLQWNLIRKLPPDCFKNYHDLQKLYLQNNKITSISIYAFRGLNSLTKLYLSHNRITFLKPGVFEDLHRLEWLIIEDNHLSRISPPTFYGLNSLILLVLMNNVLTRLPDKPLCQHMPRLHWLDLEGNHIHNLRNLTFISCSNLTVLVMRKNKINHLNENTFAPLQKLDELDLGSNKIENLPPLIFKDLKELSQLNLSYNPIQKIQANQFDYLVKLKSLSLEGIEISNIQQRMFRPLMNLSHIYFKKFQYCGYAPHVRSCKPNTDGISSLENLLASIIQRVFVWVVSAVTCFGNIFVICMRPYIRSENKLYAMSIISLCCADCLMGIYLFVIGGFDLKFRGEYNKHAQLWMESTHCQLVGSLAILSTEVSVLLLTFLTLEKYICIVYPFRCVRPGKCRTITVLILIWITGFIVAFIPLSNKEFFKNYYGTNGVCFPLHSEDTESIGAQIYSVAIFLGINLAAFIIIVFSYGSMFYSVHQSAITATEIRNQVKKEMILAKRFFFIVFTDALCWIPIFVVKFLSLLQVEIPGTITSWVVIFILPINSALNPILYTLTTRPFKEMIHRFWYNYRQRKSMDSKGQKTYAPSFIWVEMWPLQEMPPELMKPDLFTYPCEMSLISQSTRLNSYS
D1 antagonist = human D1 dopamine receptor antagonism | P21728 | HEK293 TREx D1 cells, calcium flux, dopamine EC80; active compounds read low | activity change, negative = inhibition, % at 10 µM | 360,000 tested, 3.2% active | AID 504652; in the data active means activity change below about -30%; further: on the % scale 0 is the no-effect control and ±100 the full control effect
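Allosteric or orthosteric antagonism assessed as attenuation of the calcium response to EC80 dopamine, added 180 s after compound, in induced HEK293 Trex D1 cells loaded with no-wash calcium dye.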
D1 potentiator = potentiators of human D1 dopamine receptor. HEK293 TREx D1 cells, calcium flux, dopamine EC20 potentiation. potentiation, % at 10 µM. 360,000 tested, 0.036% active; in the data active means potentiation above about 30%; further: 0% is about no effect
RXFP1 ag = RXFP1 (human) receptor agonism; Q9HBX9; HEK293T-RXFP1 cAMP TR-FRET, 30 min; response scale: percent of porcine relaxin response, buffer zero; Potency, µM (titrated, usually from 57.5 µM), inactives show top-dose activation, usual class: activators; 370,000 tested, 0.3% active; further: potency means the concentration at half of the fitted maximal effect; on the % scale 0 is the no-effect control and ±100 the full control effect; nearly all actives have a fitted effect of over 60% in size; many of its hits are not listed in these tables
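cAMP rise read by TR-FRET after 30 min, 37C compound exposure (up to 58 uM) in RXFP1-transfected HEK293 cells with Ro 20174 present. EC50 from Hill-equation fits, with 29 nM porcine relaxin as 100% and buffer as basal.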
D2 potentiator = positively modulates the human D2 dopamine receptor allosterically. HEK293 T-REx D2, calcium flux, EC20 dopamine potentiation. potentiation, % at 10 µM. 340,000 tested, 0.34% active;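 active means potentiation over 3 SD above the plate norm, cut at about 30% in these data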; further: 0% is about no effect
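Primary screen. Calcium kinetics in induced HEK293 T-REx D2 cells: compound pre-addition 180 s, EC20 dopamine, 180 s more.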
Vif-APOBEC3G blk = inhibitors of Vif-APOBEC3G interaction; Q9HC16; HeLa A3G-eYFP + Vif (tagged APOBEC3G with the HIV-1 protein that degrades it), YFP fluorescence, overnight; Potency, µM (titrated, usually from 46.1 µM), for the others: at the highest dose activity, negative = active, actives largely listed as inhibitors; 410,000 tested, 0.076% active;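 further: potency means the concentration at half of the fitted maximal effect; on the % scale 0 is the no-effect control and ±100 the full control effect; nearly all actives have a fitted effect of over 60% in size; hits raise eYFP signal because A3G escapes Vif-driven loss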
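Read-out is eYFP fluorescence (Ex 488/Em 500-530) from Vif-expressing HeLa A3G-eYFP cells; more signal means A3G escaped Vif-mediated degradation. Cells plated overnight, compound pinned in, incubated overnight at 37 deg C.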
D1 agonist = human D1 receptor agonism; P21728; activation, % at 2 µM; AID 504660; 360,000 tested, 1% active; HEK293 T-REx D1 cells, calcium flux, agonist mode; in the data active means activation above about 30%; further: 0% is about no effect
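Inducible HEK293 T-REx D1 cells, force-coupled to calcium signalling, were plated at 4000 cells/well with tetracycline and held overnight at 30 C. After no-wash calcium dye loading, compound-evoked calcium rise over 180 s flagged agonists.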
Glioma ERSR ind = ER stress response induction in glioma. U87-MG GRP78 promoter luciferase reporter, 16 h. Potency, µM, for inactives: at the top dose activation, usual class: activators. 420,000 tested, 0.02% active; further: potency means the concentration at half of the fitted maximal effect; series mostly up to about 76 µM; % of control where 0% means no effect; nearly all actives have a fitted effect of over 35% in size
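Stably transfected U87-MG glioma cells carrying a GRP78-based luciferase sensor; 16 h compound incubation. Luminescence end-point read 10 min after Bright-Glo addition at room temperature.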
An asterisk follows results filed as active; ? = inconclusive; . = not tested or not shown. Unless noted, the call rests on the fitted dose curve; in most records, active means well fitted curve in the direction sought with a large enough effect; inconclusive means small, poorly fitted or top-dose-only effect, or another doubt; inactive means no such curve, though single readings can be large; an effect the other way counts as inactive or inconclusive. These rows are one share of the data; count on the stated rates, not on these rows.

SMILES	Vif-APOBEC3F blk	RXFP1 antag	D1 antagonist	D1 potentiator	RXFP1 ag	D2 potentiator	Vif-APOBEC3G blk	D1 agonist	Glioma ERSR ind
Cc1ccc(-c2nc(C)c(C(=O)O)s2)cc1	0.8%	?	-9.0	5.3	-0.7%	12.1	2.8%	2.1	-10.0%
Cc1cccc(C(=O)N/C(=C\c2ccco2)C(=O)N2CCCC2)c1	-2.2%	0.9	-4.6	-1.2	-0.3%	.	0.9%	-1.1	-6.3%
CCOc1cc(C(=O)Nc2ccc(S(=O)(=O)Nc3nnc(CC)s3)cc2)cc(OCC)c1OCC	14.1%	-5.0	-4.7	4.8	0.0%	24.1	-20.9%	2.6	-4.9%
COc1ccc(CNC(=O)CNC(=O)c2ccc(C(C)(C)C)cc2)cc1OC	0.0%	14.9	-1.1	2.5	2.9%	8.3	2.6%	3.2	-2.7%
O=c1[nH]n2c(=O)c3c([nH]c2c1N=Nc1cccc(C(F)(F)F)c1)CCCC3	-3.9%	0.3	6.5	-2.1	-0.2%	-0.3	-0.5%	0.1	-4.4%
CCCCNC(=O)c1cnc2c(-c3ccc(OCC)c(OCC)c3)c(C)nn2c1-c1ccccc1	.	-3.5	15.1	-2.3	2.7%	-3.0	.	1.1	.
Cc1ccc2c(=O)cc(C(F)F)oc2c1	1.6%	-6.6	20.6	-0.8	0.8%	0.7	-2.2%	1.8	-4.1%
O=C(NCCNC(=O)c1cc(OCC(F)(F)F)ccc1OCC(F)(F)F)Nc1ccccc1	4.1%	-4.0	1.2	-1.2	-3.0%	0.9	2.7%	2.7	0.1%
COc1ccc(S(=O)(=O)Nc2ccccc2N2CCOCC2)cc1OC	1.8%	-5.9	7.3	0.8	0.7%	4.9	-0.6%	0.5	-0.9%
CC(CNC(=O)c1ccc(CSc2nc3ccncc3n2Cc2ccccc2)cc1)c1ccccc1 (stereo not drawn)	-15.0%	-25.7	-17.5	-2.1	3.0%	.	-12.8%	19.9	0.8%
COc1cccc(C=Nc2ccc3c(c2)OCCO3)c1O	-14.5%	-19.9	-7.7	0.7	-4.8%	.	0.3%	2.5	-5.8%
CCCN(CCC)C(=O)Cc1coc2ccc3ccccc3c12	-3.7%	-11.2	9.0	2.2	0.7%	2.4	0.4%	1.0	-4.9%
COc1ccc(Cl)cc1CC=NNC(=O)c1cccc(C)c1O	1.0%	-36.4	.	.	.	.	-7.7%	.	-0.3%
Cc1sc2ncn(CC(=O)N3CCN(c4ccccc4)CC3)c(=O)c2c1S(=O)(=O)N1CCC(C)CC1	2.4%	-15.5	3.3	0.1	-0.8%	7.6	-4.2%	0.5	-1.8%
COc1c(C(=O)Nc2nnc(C3CC3)s2)csc1Cl	1.9%	1.1	-1.1	-4.1	-0.4%	0.9	2.6%	-0.5	6.6%
CC1=C(C(=O)Nc2cc(Cl)ccc2C)C2(CCCCC2)OC1=O	.	-11.7	14.6	1.4	-0.5%	1.3	.	32.3*	.
Cc1csc(NC(=O)CNS(=O)(=O)c2cccs2)n1	-11.7%	0.3	-2.0	-3.0	2.0%	3.9	-0.8%	1.8	-6.7%
CCCOc1ccc(/C=C/c2[nH]c(=O)[nH]c(=O)c2[N+](=O)[O-])cc1OCC	-22.3%	-0.9	9.8	-0.7	10.1%	-5.2	-11.6%	0.8	1.4%
CC(C)CN1CCc2nc(Nc3ccc(F)cc3F)ncc2C1	1.5%	-11.6	-11.5	-0.5	1.1%	-1.1	-5.0%	0.4	-2.5%
C=C(C(=O)Oc1ccccc1C(C)(C)C)c1ccccc1	.	.	.	-1.2	0.3%	6.5	.	1.4	.
O=C(CSc1nc2ccccc2c(=O)n1CC1CCCO1)NCc1ccccc1 (stereo not drawn)	-8.3%	10.6	5.8	.	1.7%	-2.9	0.0%	-0.2	-2.5%
CCOC(=O)c1cc(-c2ccccc2)sc1NC(=O)CC(C)C	1.3%	-21.0	-30.9*	-5.5	4.9%	-2.5	0.8%	2.3	-3.9%
Cc1nnc2c3cnn(-c4ccc(Cl)cc4)c3ncn12	.	.	-1.7	-2.6	2.5%	18.1	.	1.7	.
CC(C)C(NS(=O)(=O)c1ccc2c(c1)oc(=O)n2C)C(=O)NCCc1ccccc1 (stereo not drawn)	1.9%	.	0.6	-1.5	-0.9%	-2.5	-2.8%	1.1	-2.1%
C#CCOC(=O)C[N+](C)(C)CC#Cc1ccccc1	1.0%	-4.5	-8.5	-2.1	0.4%	2.1	1.2%	1.2	-5.5%
More results.
SMILES	Vif-APOBEC3F blk	RXFP1 antag	D1 antagonist	D1 potentiator	RXFP1 ag	D2 potentiator	Vif-APOBEC3G blk	D1 agonist	Glioma ERSR ind
O=C(Oc1coc(CSc2ncccn2)cc1=O)c1ccco1	11.6%	-17.8	-32.6*	-1.8	15.0%	0.7	1.5%	3.2	-0.1%
Cc1ccccc1NC(=O)c1cn2c(nc3ccccc32)c(C#N)c1C	1.3%	17.8	5.0	0.4	-0.3%	-0.1	1.6%	1.7	0.7%
Cc1cccc(N2C(=O)CSC23C(=O)N(C)c2ccccc23)c1 (stereo not drawn)	7.8%	.	-1.5	-0.2	0.8%	.	0.8%	-0.7	-2.2%
COc1ccc(/C=C(\NC(=O)c2ccco2)C(=O)N2CCOCC2)cc1	-6.6%	-14.6	8.5	-0.7	-4.5%	14.0	0.0%	2.9	-3.2%
CN(CCOc1ccccc1)C(=O)CCc1nc2sc3c(c2c(=O)[nH]1)CCCC3	?	-34.3	8.7	4.0	-4.6%	7.7	-2.0%	5.3	0.0%
CC(C)c1ccc(NC(=O)NCc2ccccn2)cc1	-3.3%	-5.1	-33.9*	3.5	1.3%	.	0.3%	4.1	-1.5%
O=C(COc1ccccc1Cl)N1CCc2ccccc2C1	10.4%	7.5	9.5	0.9	-1.5%	-2.7	0.8%	1.6	2.9%
CC(C)NS(=O)(=O)c1ccc(OCC(=O)Nc2ccc(F)cc2F)cc1	0.9%	-17.7	-2.1	-3.0	3.2%	-7.2	-0.9%	1.1	-0.8%
CC(CCN(C)C)OC(=O)c1ccc(C(C)c2ccccc2)o1 (stereo not drawn)	0.7%	-17.8	5.2	-8.7	1.6%	-8.3	-6.5%	13.6	-1.2%
COc1ccc(S(=O)(=O)N(CC(=O)NCc2ccco2)C2CCCCC2)cc1OC	-5.3%	4.0	-6.3	0.0	2.1%	15.3	-0.1%	1.8	-1.4%
Cc1ccc(C(=O)N2CCc3cc(CNC(=O)CCc4ccccc4)ccc32)cc1	6.5%	10.4	-7.2	-2.9	0.7%	10.1	-0.4%	2.5	1.7%
COc1ccc(OC)c(/C(O)=C/C(=O)C(=O)Nc2cc(C)ccc2OC)c1	3.9%	-7.7	1.8	-0.1	0.1%	-12.9	-6.2%	3.1	0.2%
CC1(C)Cc2c(C#N)c(NCC3CCCO3)nc(-c3ccco3)c2CO1 (stereo not drawn)	-3.8%	-25.2	-16.4	-0.2	5.5%	1.2	-12.5%	2.9	-3.5%
COc1ccc(NC(=O)NCCn2nnc3cc(S(=O)(=O)N(C)C)ccc32)cc1	1.2%	.	-10.0	0.1	1.7%	-1.5	-0.3%	-0.8	-0.6%
CN1C[C@@H]2C(c3ccc(C(F)(F)F)cc3)C3(c4ccccc4)CC2(C3)[C@H]1c1ccccc1 (stereo partly drawn)	1.7%	.	23.8	2.7	6.1%	.	5.0%	5.8	-1.5%
O=C(CNC(=O)c1ccco1)OCc1ccc(Cl)cc1	2.2%	1.4	-7.4	-1.5	0.7%	-19.3	0.9%	0.1	-2.0%
CCn1c(SCc2nc3ccccc3s2)nnc1-c1ccccc1	0.8%	-1.9	-16.7	-2.9	3.3%	13.1	-2.9%	0.5	6.3%
C/C(Cl)=C/Cn1c(N2CCCC2)nc2c1c(=O)n(C)c(=O)n2C	.	-3.9	6.8	-6.1	2.8%	-1.0	2.6%	-0.1	-5.3%
CCN(CC)C(=O)COn1c(SCC(=O)N(CC)CC)nc2ccccc2c1=O	0.6%	26.4	15.5	-1.7	0.0%	-1.6	-1.2%	-1.1	-1.1%
CC(C(=O)NCCc1ccc(S(N)(=O)=O)cc1)N1C(=O)CC(C)(C)Sc2ccccc21 (stereo not drawn)	-1.1%	0.8	4.9	-7.5	0.0%	-4.6	-6.7%	0.3	-2.7%
O=[N+]([O-])c1ccccc1S(=O)(=O)Nc1ccn(Cc2c(F)cccc2Cl)n1	-6.2%	-5.1	-5.3	0.6	5.1%	6.0	-10.0%	-0.9	-11.1%
CC(=O)N(C1=C(Cl)C(=O)c2ccccc2C1=O)C1CCCCC1	?	-98.7*	-34.8*	-15.2	-2.7%	2.9	?	0.7	-12.8%
COc1ccc(OCC(=O)NCc2ccc3c(c2)CCN3C(=O)c2cccc(C)c2)cc1	-9.9%	-4.6	3.7	-1.4	0.6%	-8.9	-27.7%	0.6	-4.1%
O=C(Nc1ccc2c(c1)OCO2)OCc1ccccc1	-1.4%	-16.9	-24.8	-1.2	1.2%	-9.0	0.7%	0.2	5.2%
O=C(COC(=O)c1ccc(Br)o1)Nc1ccc(F)cc1[N+](=O)[O-]	-4.3%	8.6	.	.	.	.	0.9%	.	-4.3%
O=C(Nc1cccc(F)c1)C1CCCN(S(=O)(=O)c2ccccc2)C1 (stereo not drawn)	0.1%	-10.1	-23.6	-10.1	-3.8%	-3.9	1.8%	11.4	-4.8%
C#CCN1C(=O)C(O)(CC(=O)c2cccc(OC)c2)c2ccccc21 (stereo not drawn)	0.3%	7.2	26.0	6.0	-1.3%	-7.5	1.4%	-0.1	-1.9%
CN(C)C(=O)CSc1nnc(-c2ccncc2)n1Cc1ccco1	6.6%	1.3	-17.0	-3.6	-0.1%	9.6	0.9%	5.0	-1.5%

Not a retest: entries from further up.
SMILES	Vif-APOBEC3F blk	RXFP1 antag	D1 antagonist	D1 potentiator	RXFP1 ag	D2 potentiator	Vif-APOBEC3G blk	D1 agonist	Glioma ERSR ind
Cc1ccc(-c2nc(C)c(C(=O)O)s2)cc1	0.8%	?	-9.0	5.3	-0.7%	12.1	2.8%	2.1	-10.0%
Cc1cccc(C(=O)N/C(=C\c2ccco2)C(=O)N2CCCC2)c1	-2.2%	0.9	-4.6	-1.2	-0.3%	.	0.9%	-1.1	-6.3%
CCOc1cc(C(=O)Nc2ccc(S(=O)(=O)Nc3nnc(CC)s3)cc2)cc(OCC)c1OCC	14.1%	-5.0	-4.7	4.8	0.0%	24.1	-20.9%	2.6	-4.9%
